NSD2 block – inhibitors of human NSD2 methyltransferase | inhibition, % at 12.5 µM | hit rate 0.07% among 44,000 | O96028 | NSD2-SET H3K36me1 DELFIA fluorescence, biochemical; in the data active = inhibition above about 54%, passing the limit was not always enough; inconclusive = no clear call, values can overlap the other calls;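 note: inhibitors reduce the monomethyl H3K36 fluorescence signal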
An asterisk follows results filed as active; ? = inconclusive.

SMILES	NSD2 block
COc1ccc(NC(=O)N(C)C[C@H]2OCCCC[C@@H](C)Oc3ccc(NC(=O)C4CCCCC4)cc3C(=O)N([C@H](C)CO)C[C@@H]2C)cc1	4
CCCN(C)C[C@H]1Oc2cc(-c3cncnc3)ccc2S(=O)(=O)N([C@@H](C)CO)C[C@H]1C	-2
COc1ccc(S(=O)(=O)N(C)C[C@@H]2OCCCC[C@@H](C)Oc3ccc(NC(=O)Nc4ccc(C(F)(F)F)cc4)cc3C(=O)N([C@H](C)CO)C[C@H]2C)cc1	-6
COc1ccc(NC(=O)Nc2ccc3c(c2)C(=O)N([C@H](C)CO)C[C@@H](C)[C@H](CN(C)C(=O)Nc2ccccc2)OCCCC[C@@H](C)O3)cc1	0
C[C@@H]1CN([C@H](C)CO)C(=O)c2cc(Br)cnc2O[C@@H]1CN(C)C(=O)c1ccc(F)cc1	1
C[C@@H]1CCCCO[C@H](CN(C)C(=O)Cc2ccccc2)[C@@H](C)CN([C@H](C)CO)C(=O)c2cc(NC(=O)Nc3cccc4ccccc34)ccc2O1	-3
CC(C)NC(=O)Nc1ccc2c(c1)C(=O)N([C@H](C)CO)C[C@H](C)[C@H](CN(C)Cc1ccc3c(c1)OCO3)O2	0
CCC(=O)N(C)C[C@@H]1Oc2cc(-c3ccccc3C)ccc2S(=O)(=O)N([C@H](C)CO)C[C@@H]1C	2
Cc1noc(C)c1NC(=O)N(C)C[C@H]1Oc2c(NC(=O)Nc3ccc(C(F)(F)F)cc3)cccc2C(=O)N([C@H](C)CO)C[C@H]1C	-3
Cc1noc(C)c1NC(=O)Nc1cccc2c1O[C@H](CN(C)Cc1ccc(C(=O)O)cc1)[C@H](C)CN([C@H](C)CO)C2=O	?
C[C@@H]1CN([C@@H](C)CO)C(=O)c2cc(NS(=O)(=O)c3ccc(Cl)cc3)ccc2O[C@@H](C)CCCCO[C@H]1CN(C)S(=O)(=O)c1ccc(Cl)cc1	-6
C[C@H](CO)N1C[C@H](C)[C@@H](CN(C)C(=O)Nc2ccc(F)cc2)Oc2ccc(NC(=O)Nc3ccc(F)cc3)cc2CC1=O	20
COc1ccc(CN(C)C[C@H]2OCCCC[C@H](C)Oc3ccc(NC(=O)Nc4ccc(C(F)(F)F)cc4)cc3C(=O)N([C@H](C)CO)C[C@H]2C)cc1	4
C[C@@H]1CN([C@H](C)CO)C(=O)c2cc(NC(=O)Nc3ccc(F)cc3)ccc2O[C@@H](C)CCCCO[C@H]1CN(C)S(=O)(=O)c1ccc(Cl)cc1	-93
C[C@H]1CN([C@@H](C)CO)C(=O)Cc2cc(NC(=O)Nc3ccc(C(F)(F)F)cc3)ccc2O[C@H]1CN(C)C(=O)Nc1ccc(F)cc1	-3

Quoted at random: two compounds from above.
SMILES	NSD2 block
CCCN(C)C[C@H]1Oc2cc(-c3cncnc3)ccc2S(=O)(=O)N([C@@H](C)CO)C[C@H]1C	-2
COc1ccc(S(=O)(=O)N(C)C[C@@H]2OCCCC[C@@H](C)Oc3ccc(NC(=O)Nc4ccc(C(F)(F)F)cc4)cc3C(=O)N([C@H](C)CO)C[C@H]2C)cc1	-6

(further entries)
SMILES	NSD2 block
COc1ccc(S(=O)(=O)N(C)C[C@@H]2OCCCC[C@H](C)Oc3ccc(NS(=O)(=O)c4ccccc4)cc3C(=O)N([C@H](C)CO)C[C@@H]2C)cc1	-3
C[C@H]1CN([C@@H](C)CO)C(=O)CCCn2nncc2CO[C@@H]1CN(C)C(=O)Nc1cccc(F)c1	3
O=C(C1=C[C@H](c2ccc(Br)cc2)C[C@H](OCCCCO)O1)N1CCN(Cc2ccc3c(c2)OCO3)CC1	-1
C[C@@H]1CCCCO[C@H](CN(C)C(=O)Nc2ccc(F)cc2)[C@H](C)CN([C@@H](C)CO)C(=O)c2cc(NC(=O)c3ccncc3)ccc2O1	2
C[C@H](CO)N1C[C@H](C)[C@@H](CN(C)CC2CCCCC2)Oc2ccc(NC(=O)CCCCCC(=O)Nc3ccccc3N)cc2C1=O	0
C[C@@H]1CN([C@@H](C)CO)C(=O)c2cccc(NC(=O)Nc3ccc4c(c3)OCO4)c2O[C@@H]1CN(C)Cc1ccccc1	8
C[C@@H]1CN([C@H](C)CO)C(=O)c2cc(C#Cc3cccnc3)cnc2O[C@H]1CN(C)C	-1
COc1ccccc1-c1cnc2c(c1)C(=O)N([C@H](C)CO)C[C@@H](C)[C@@H](CN(C)Cc1ccccc1)O2	-110
C[C@H]1CCCCO[C@@H](CN(C)C(=O)Nc2ccc(F)cc2)[C@@H](C)CN([C@@H](C)CO)C(=O)c2cc(NS(=O)(=O)c3ccc(Cl)cc3)ccc2O1	-5
C[C@H]1CN([C@@H](C)CO)C(=O)c2cc(NS(=O)(=O)c3cccs3)ccc2O[C@H]1CN(C)S(C)(=O)=O	2
C[C@H]1CN([C@@H](C)CO)C(=O)Cc2cc(NC(=O)CCN3CCOCC3)ccc2O[C@H]1CN(C)Cc1ccc(C(=O)Nc2ccccc2N)cc1	1
C[C@H](CO)N1C[C@H](C)[C@@H](CN(C)C(=O)NC2CCCCC2)Oc2ccc(N(C)C)cc2C1=O	?
O=C(O)c1cccc(/C=N/NC(=O)c2cccc(C(=O)NO)c2)c1	7
O=C1C2=C(c3ccccc3)c3cc(F)ccc3C2Sc2ccccc21 (configuration not stated)	1
CCCCCCCCC/C=C/CCCCC(=O)C1C(=O)CCC(O)C1=O (configuration not stated)	-7
COc1ccccc1CNC(=O)C[C@H]1C[C@H]2c3cc(NC(=O)C4CCC4)ccc3O[C@H]2[C@H](CO)O1	-3
CC(C)C#Cc1cnc2c(c1)C(=O)N([C@H](C)CO)C[C@H](C)[C@@H](CN(C)Cc1ccc3c(c1)OCO3)O2	-3
C[C@@H]1CN([C@H](C)CO)C(=O)c2cc(NC(=O)CCN3CCOCC3)ccc2O[C@@H]1CN(C)Cc1ccc(C(F)(F)F)cc1	2
C[C@@H]1CN([C@@H](C)CO)C(=O)c2cc(C#Cc3ccccn3)cnc2O[C@H]1CN(C)CC1CCCC1	-1
Cc1noc(C)c1NC(=O)Nc1cccc2c1O[C@@H](CN(C)C(=O)Nc1ccccc1)[C@H](C)CN([C@@H](C)CO)C2=O	1
C[C@@H]1CN([C@@H](C)CO)S(=O)(=O)c2ccc(-c3cccc(F)c3)cc2O[C@H]1CN(C)S(=O)(=O)c1ccccc1	5
C[C@H]1CN([C@@H](C)CO)C(=O)c2cccc(NS(=O)(=O)c3ccccc3)c2O[C@H]1CN(C)Cc1ccc(C(=O)Nc2ccccc2N)cc1	-4
CC(C)CC#Cc1ccc2c(c1)O[C@@H](CN(C)Cc1cccc(F)c1)[C@@H](C)CN([C@H](C)CO)S2(=O)=O	-8
COc1ccc(S(=O)(=O)Nc2ccc3c(c2)C(=O)N([C@H](C)CO)C[C@H](C)[C@H](CN(C)S(=O)(=O)c2ccc(C)cc2)O3)cc1	2
O=C1CC(c2ccccc2)Oc2cc(O)cc(O)c21 (configuration not stated)	-1
O=C(N/N=C/c1ccc2ccccc2n1)c1ccccc1O	-1
COc1ccc(OC2OC(COC3OCC(O)C(O)C3O)C(O)C(O)C2O)cc1OC (configuration not stated)	6
C[C@H](CO)N1C[C@H](C)[C@H](CN(C)Cc2ccc(C(F)(F)F)cc2)Oc2ccc(NS(=O)(=O)c3cn(C)cn3)cc2CC1=O	1
CO[C@H]1O[C@H](CO)[C@@H](OC(=O)c2ccc(Br)cc2)[C@H](OC(=O)c2cc3ccccc3[nH]2)[C@H]1OC(=O)c1cc2ccccc2[nH]1	-6
COc1ccc(S(=O)(=O)N(C)C[C@@H]2OCCCC[C@H](C)Oc3ccc(NC(=O)Nc4ccccc4)cc3C(=O)N([C@H](C)CO)C[C@@H]2C)cc1	-2
COCC(=O)Nc1ccc2c(c1)[C@H]1C[C@H](CC(=O)N3CCCCC3)O[C@H](CO)[C@H]1O2	-1
C[C@@H]1CN([C@H](C)CO)C(=O)Cc2cc(NC(=O)CCN3CCOCC3)ccc2O[C@@H]1CN(C)C(=O)Nc1ccc2c(c1)OCO2	4
COc1ccc(CN(C)C[C@@H]2Oc3ccc(NS(=O)(=O)c4ccccc4)cc3CC(=O)N([C@H](C)CO)C[C@@H]2C)cc1	1
C[C@H](CO)N1C[C@H](C)[C@@H](CN(C)C(=O)Nc2ccccc2)Oc2ncc(Br)cc2C1=O	3
O=C(OC1OC(CO)C(O)C(O)C1O)c1c(O)cc(O)cc1/C=C/c1ccccc1 (configuration not stated)	9
C[C@H]1CN([C@@H](C)CO)C(=O)c2cc(/C=C/c3ccccc3)cnc2O[C@H]1CN(C)Cc1cncnc1	4
CN1C(=O)N[C@@H]2c3ccccc3O[C@@]1(C)[C@@H]2CO	0
COc1ccc(NC(=O)N(C)C[C@H]2Oc3c(NC(=O)C4CC4)cccc3C(=O)N([C@@H](C)CO)C[C@H]2C)cc1	9
Cc1cc(C)nc(/N=C2\NC(=O)CC(C(=O)O)N2c2ccc(Oc3ccccc3)cc2)n1 (configuration not stated)	-1
COC1=CC(=O)O[C@@H](CCc2ccccc2)[C@H]1O	-2
CCC(=O)N(C)C[C@@H]1Oc2cc(-c3ccccc3F)ccc2S(=O)(=O)N([C@@H](C)CO)C[C@H]1C	-2
O=C(Nc1ccc2c(c1)[C@H]1C[C@@H](CC(=O)N3CCc4ccccc4C3)O[C@H](CO)[C@H]1O2)Nc1ccccc1F	2
C[C@H]1CN([C@@H](C)CO)C(=O)c2cc(NC(=O)CCN3CCOCC3)ccc2O[C@H]1CN(C)CC1CC1	1
C=C1CC[C@@H]2[C@](C)(CO[C@@H]3O[C@H](CO)[C@@H](O)[C@H](O)[C@H]3O)CCC[C@@]2(C)[C@@H]1CCC1=CCOC1=O	-3
Cc1noc(C)c1S(=O)(=O)N(C)C[C@@H]1Oc2ccc(NC(=O)C3CCCCC3)cc2CC(=O)N([C@@H](C)CO)C[C@@H]1C	3
Cc1noc(C)c1S(=O)(=O)Nc1cccc2c1O[C@@H](CN(C)C(=O)Nc1ccc(C(F)(F)F)cc1)[C@@H](C)CN([C@H](C)CO)C2=O	-5
CCCNC(=O)C[C@@H]1C[C@@H]2c3cc(NC(=O)CC4CC4)ccc3O[C@@H]2[C@@H](CO)O1	-3
NCCCCNS(=O)(=O)c1ccc2ccccc2c1	1
Cc1ccc(S(=O)(=O)N(C)C[C@H]2Oc3cc(C#CC4CCCC4)ccc3S(=O)(=O)N([C@@H](C)CO)C[C@H]2C)cc1	-3
O=C(C[C@H]1C[C@H]2c3cc(NC(=O)c4ccc5c(c4)OCO5)ccc3O[C@H]2[C@@H](CO)O1)NCCN1CCCCC1	30
COc1ccc(NC(=O)N(C)C[C@@H]2OCCCC[C@@H](C)Oc3ccc(NS(=O)(=O)c4c(C)noc4C)cc3C(=O)N([C@H](C)CO)C[C@@H]2C)cc1	-6
C/C=C/c1cnc2c(c1)C(=O)N([C@@H](C)CO)C[C@H](C)[C@H](CN(C)C(=O)C1CCCCC1)O2	3
C=CCOC(=O)C1=C[C@@H](c2ccc3c(c2)OCO3)C[C@@H](OCCCCO)O1	2
COc1cccc(NC(=O)N(C)C[C@H]2Oc3cc(-c4ccccc4OC)ccc3S(=O)(=O)N([C@@H](C)CO)C[C@H]2C)c1	-3
C/C=C/c1ccc2c(c1)O[C@@H](CN(C)Cc1cccnc1)[C@H](C)CN([C@H](C)CO)S2(=O)=O	4
CCCNC(=O)N(C)C[C@@H]1Oc2ncc(-c3ccccc3)cc2C(=O)N([C@@H](C)CO)C[C@@H]1C	1
C[C@@H]1CN([C@@H](C)CO)C(=O)CCCn2cc(nn2)CO[C@@H]1CN(C)Cc1ccncc1	-3
Cc1noc(C)c1NC(=O)Nc1ccc2c(c1)C(=O)N([C@H](C)CO)C[C@@H](C)[C@@H](CN(C)C(=O)C1CCCCC1)OCCCC[C@H](C)O2	-1
C[C@@H]1CN([C@H](C)CO)C(=O)Cc2cc(NS(=O)(=O)c3ccc(Cl)cc3)ccc2O[C@@H]1CN(C)Cc1ccc(C(F)(F)F)cc1	-13
C[C@@H]1CN([C@@H](C)CO)S(=O)(=O)c2ccc(/C=C/c3ccccc3)cc2O[C@@H]1CN(C)Cc1cncnc1	0

Structural class, the compounds so far with a Cl atom
SMILES	NSD2 block
C[C@@H]1CN([C@@H](C)CO)C(=O)c2cc(NS(=O)(=O)c3ccc(Cl)cc3)ccc2O[C@@H](C)CCCCO[C@H]1CN(C)S(=O)(=O)c1ccc(Cl)cc1	-6
C[C@@H]1CN([C@H](C)CO)C(=O)c2cc(NC(=O)Nc3ccc(F)cc3)ccc2O[C@@H](C)CCCCO[C@H]1CN(C)S(=O)(=O)c1ccc(Cl)cc1	-93
C[C@H]1CCCCO[C@@H](CN(C)C(=O)Nc2ccc(F)cc2)[C@@H](C)CN([C@@H](C)CO)C(=O)c2cc(NS(=O)(=O)c3ccc(Cl)cc3)ccc2O1	-5
C[C@@H]1CN([C@H](C)CO)C(=O)Cc2cc(NS(=O)(=O)c3ccc(Cl)cc3)ccc2O[C@@H]1CN(C)Cc1ccc(C(F)(F)F)cc1	-13

The list goes on.
SMILES	NSD2 block
CC(C)CC#Cc1ccc2c(c1)O[C@@H](CN(C)CC1CCOCC1)[C@H](C)CN([C@@H](C)CO)S2(=O)=O	0
C[C@H]1CCCCO[C@H](CN(C)C(=O)CCCN(C)C)[C@@H](C)CN([C@@H](C)CO)C(=O)c2cc(NC(=O)Nc3cccc4ccccc34)ccc2O1	3
C[C@H]1CN([C@@H](C)CO)C(=O)c2cccc(NS(=O)(=O)c3ccccc3)c2O[C@H]1CN(C)Cc1ccc2c(c1)OCO2	-1
CC(C)COC(=O)N(C)C[C@H]1OCc2ccccc2-c2c(n(C)c3ccccc23)C(=O)N([C@@H](C)CO)C[C@H]1C	-12
C[C@H](CO)N1C[C@H](C)[C@@H](CN(C)Cc2ccc(C(=O)O)cc2)Oc2ccc(NC(=O)C3CC3)cc2C1=O	1

In the list so far, these contain a COOH group:
SMILES	NSD2 block
Cc1noc(C)c1NC(=O)Nc1cccc2c1O[C@H](CN(C)Cc1ccc(C(=O)O)cc1)[C@H](C)CN([C@H](C)CO)C2=O	?
O=C(O)c1cccc(/C=N/NC(=O)c2cccc(C(=O)NO)c2)c1	7
Cc1cc(C)nc(/N=C2\NC(=O)CC(C(=O)O)N2c2ccc(Oc3ccccc3)cc2)n1 (configuration not stated)	-1
C[C@H](CO)N1C[C@H](C)[C@@H](CN(C)Cc2ccc(C(=O)O)cc2)Oc2ccc(NC(=O)C3CC3)cc2C1=O	1

Compound activity (PubChem)

Only part of the results is shown; the hit share may differ from the screen's.
